# TSG101-PTAP inh: qHTS Validation Assay for Inhibitors of HIV-1 Budding by Blocking the Interaction of PTAP/TSG101: Sytravon Library Screen | Tumor susceptibility gene 101 protein (Homo sapiens), Q99816 | Fluorescence polarization, FITC-PTAP peptide/Tsg101, 20 min | Potency, µM (doses to about 115 µM), inactives show at the highest dose activity change, negative = inhibition, usual class: inhibitors | 44,000 tested, under 10 active | AID 1347069, 2019; further: potency means the concentration at half of the fitted maximal effect; 0% is about no effect
# Target sequence (Q99816 whole entry, looked up): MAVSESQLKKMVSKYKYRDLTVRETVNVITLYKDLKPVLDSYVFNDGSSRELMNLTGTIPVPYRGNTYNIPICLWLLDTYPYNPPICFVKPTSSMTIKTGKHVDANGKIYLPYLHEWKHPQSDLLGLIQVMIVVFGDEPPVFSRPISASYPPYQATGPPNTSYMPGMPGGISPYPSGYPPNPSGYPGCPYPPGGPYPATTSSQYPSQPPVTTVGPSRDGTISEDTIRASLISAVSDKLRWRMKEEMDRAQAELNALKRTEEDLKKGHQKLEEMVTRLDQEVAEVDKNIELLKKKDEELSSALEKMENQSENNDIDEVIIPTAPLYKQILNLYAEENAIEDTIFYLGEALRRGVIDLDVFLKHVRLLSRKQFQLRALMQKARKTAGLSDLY
#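 Fluorescence polarization binding of Tsg101 binding domain (10 uM final) to FITC-labeled PTAP-motif peptide (50 nM final) in HEPES pH 7.5/NaCl/Tween 20/EDTA/TCEP buffer; 20 min at r.t. Actives by curve class, <25 µM, efficacy <60% inhibition.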
# GALK inhibitor: qHTS Assay for Inhibitors of Human Galactokinase (GALK): NCGC Sytravon Library Screen; Potency, µM (top dose mostly 57.5 µM), inactives show top-dose activity, negative = inhibition, most hits filed as inhibitors; 44,000 tested, under 10 active; AID 1347072, 2019; P51570; recombinant GALK, Kinase-Glo ATP luminescence, 1 h;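 further: plate controls were full GALK reaction for no effect and reaction lacking GALK for full effect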
# Target sequence (P51570 whole entry, looked up): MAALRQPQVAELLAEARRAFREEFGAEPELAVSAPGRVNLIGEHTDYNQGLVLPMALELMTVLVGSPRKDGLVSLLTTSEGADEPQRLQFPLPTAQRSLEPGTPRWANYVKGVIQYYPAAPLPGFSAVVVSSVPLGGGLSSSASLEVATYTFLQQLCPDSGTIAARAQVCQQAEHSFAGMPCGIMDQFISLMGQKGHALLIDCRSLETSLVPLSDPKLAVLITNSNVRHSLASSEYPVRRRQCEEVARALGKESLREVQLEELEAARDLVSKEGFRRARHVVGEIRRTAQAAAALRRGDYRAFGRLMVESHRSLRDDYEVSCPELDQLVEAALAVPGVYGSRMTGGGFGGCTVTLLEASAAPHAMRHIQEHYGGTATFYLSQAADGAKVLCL
#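 Human GALK (5 nM) was incubated with 35 uM ATP and 100 uM galactose in 20 mM HEPES pH 8.0 with MgCl2, NaCl, DTT and BSA for 1 h at room temperature. Remaining ATP was measured by Kinase-Glo Plus luminescence.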
# NTMT1 inhibitor: Primary qHTS for Inhibitors of N-terminal methyltransferase 1 (NTMT1): MTaseGlo Assay. NTMT1 MTase-Glo SAH luminescence, purified enzyme. N-terminal Xaa-Pro-Lys N-methyltransferase 1 (Homo sapiens), Q9BV86. Potency, µM (series often up to 114 µM), without a hit: at the highest dose activity change, negative = inhibition, actives largely listed as inhibitors. hit rate 2.5% among 59,000;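 further: potency means the concentration at half of the fitted maximal effect; plate controls were DMSO vehicle for no effect and no enzyme for full effect; nearly all actives have a fitted effect of over 65% in size; many of its hits are not listed in these tables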
# Target sequence (Q9BV86 whole entry, looked up): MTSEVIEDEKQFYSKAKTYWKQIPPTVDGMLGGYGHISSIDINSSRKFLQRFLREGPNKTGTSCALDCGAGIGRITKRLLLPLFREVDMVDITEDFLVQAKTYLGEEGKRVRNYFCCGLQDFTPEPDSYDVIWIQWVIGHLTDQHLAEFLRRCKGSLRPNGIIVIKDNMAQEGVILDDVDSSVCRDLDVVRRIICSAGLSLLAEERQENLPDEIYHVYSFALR
# B2AR arrestin ag: qHTS assay of beta-arrestin-biased ligands of beta2-adrenergic receptor: NCGC Sytravon Library Screen; AID 1347077, 2019; 44,000 tested, under 10 active; Potency, µM (titrated, usually from 46.1 µM), for the others: at the top dose activation, most hits filed as activators; HTLA Tango cells, beta-arrestin recruitment, luciferase luminescence, 18 h;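 further: potency means the concentration at half of the fitted maximal effect; 0% = DMSO and full agonism = EC100 isoproterenol or metaproterenol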
#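 Tango cells expressing recombinant beta2-AR and beta-arrestin were treated with compounds (up to 46 microM titration) in DMEM with 1% FBS for 18 hr at 37 degrees C. Beta-arrestin recruitment drove tTA-dependent luciferase, read by luminescence; curves were fitted and classed.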
# FH mod: Identification of activators of human fumarate hydratase by quantitative high-throughput screening | Fumarate hydratase, mitochondrial (Homo sapiens), P07954 | FH coupled MDH/diaphorase resazurin fluorescence, 15 min | Potency, µM (highest dose often 79.9 µM), inactives show at the highest dose activity change, negative = inhibition, actives largely listed as inhibitors | hit rate 0.22% among 54,000 | AID 1347055, 2019; further: potency means the concentration at half of the fitted maximal effect; on the % scale 0 is the no-effect control and ±100 the full control effect; the screen sought activators but most active calls are inhibition curves; nearly all actives have a fitted effect of over 45% in size
# p53null 32C kill: qHTS Screen for Compounds that Selectively Target Cancer Cells with p53 Mutations: Cytotoxicity of p53 Null Cells at the Permissive Temperature. hit rate 0.62% among 55,000. H1299-neo p53 null cells, ATP luminescence, 24 h, 32C. AID 903, 2007. Potency, µM (titrated, usually from 46.1 µM), inactives show at the highest dose activity change, negative = cytotoxicity, actives largely listed as cytotoxic;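 further: potency means the concentration at half of the fitted maximal effect; 0% = DMSO only and -100% = full killing by 100 µM tamoxifen; nearly all actives have a fitted effect of over 55% in size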
#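 We seeded p53-null H1299-neo cells, incubated them overnight at 37C, and added compounds across a range up to 46 uM. After 24 hours at 32C, ATP reagent was applied for 20 min at room temperature and luminescence recorded.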
# p53null 39C kill: qHTS Screen for Compounds that Selectively Target Cancer Cells with p53 Mutations: Cytotoxicity of p53 Null Cells at the Nonpermissive Temperature. Potency, µM (series often up to 46.1 µM), for the others: top-dose activity, negative = cell killing, hits mostly cytotoxic. H1299 p53-null (neo) cells, 39C, ATPlite viability, 24 h. hit rate 0.97% among 55,000;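 further: potency means the concentration at half of the fitted maximal effect; 0% = DMSO only and -100% = full killing by 100 µM tamoxifen; nearly all actives have a fitted effect of over 50% in size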
#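 Temperature-shift cytotoxicity format: compound titrations on p53-null or A138V-expressing H1299 cells held 24 hr at 39C, cell ATP then measured, AC50 from Hill model.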
# The depositor's hits bear a star; ? = inconclusive; nt = no result given; [ ] = another dose, or the depositor's remark. The call rests on the fitted dose curve; in most records, active means well fitted curve in the direction sought with a large enough effect; inconclusive means small, poorly fitted or top-dose-only effect, or another doubt; inactive means no such curve, though single readings can be large; an effect the other way counts as inactive or inconclusive.
SMILES,TSG101-PTAP inh,GALK inhibitor,NTMT1 inhibitor,B2AR arrestin ag,FH mod,p53null 32C kill,p53null 39C kill
Cc1ccc(CCNC(=O)CCSCc2ccc(Cl)cc2)cc1,0.7%,0.9%,10.7%,-0.3%,19.3%,-9.7%,13.5%
Cc1ccc(CNS(=O)(=O)c2c(C)nc3sc(C)cn3c2=O)cc1,-3.7%,1.1%,12.0%,0.1%,1.3%,-4.2%,28.7%
CCCSc1oc(-c2ccco2)nc1S(=O)(=O)c1ccc(Br)cc1,19.7%,6.4%,?,-1.6%,-22.2%,15.7%,21.1%
Cc1cccc2sc(N(CCCN(C)C)C(=O)c3ccc(Cl)s3)nc12,-1.0%,2.3%,?,-0.1%,-18.5%,1.7%,12.4%
Cc1ccccc1CCNC(=O)C1CCN(S(=O)(=O)c2ccc3c(ccn3C)c2)CC1,-4.5%,-5.0%,0.2%,0.2%,-17.3%,11.4%,-3.9%
CC1=C(c2ccc(Cl)cc2)S(=O)(=O)N=C1N1CCC(C(=O)NCCc2ccco2)CC1,-0.1%,1.6%,-12.7%,-0.9%,-1.6%,3.1%,8.2%
COc1ccccc1NC(=O)N(Cc1ccco1)C1CCN(C(C)=O)CC1,-0.8%,0.0%,-4.2%,0.6%,-5.8%,10.5%,13.3%
CCOC(=O)c1ccccc1NC(=O)CSc1cn(CC(=O)N2CCCCC2)c2ccccc12,1.8%,2.3%,-11.5%,0.0%,-15.0%,5.9%,-20.0%
COc1ccc(NC(=O)Cn2cnc3c(oc4ccccc43)c2=O)cc1OC,4.7%,3.3%,-6.1%,-0.9%,3.4%,-5.3%,-15.3%
COc1ccc(-n2cc(-c3ccccc3)c3c(N4CCCC(C)C4)ncnc32)cc1 (stereo unspecified),-5.8%,2.9%,?,-1.0%,11.2%,-2.5%,7.4%
Cc1ccc(Nc2nc(-c3ccccc3)nc3ccccc23)cc1,-0.4%,1.5%,17.3%,-1.4%,?,?,12.9%
CCN1CCC(N(Cc2ccc3c(c2)OCO3)C(=O)Nc2ccc(Br)c(C)c2)CC1,-4.6%,3.0%,?,-0.4%,-4.7%,-20.3%,?
CCc1ccc(NC(=O)C2CCCN(S(=O)(=O)c3ccc4[nH]c(=O)ccc4c3)C2)cc1 (stereo unspecified),0.0%,?,-0.5%,-0.4%,6.7%,-3.7%,-2.5%
O=C(NCc1ccc(Cl)cc1)C(=O)NCC(c1cccnc1)N1CCN(c2ccccc2)CC1 (stereo unspecified),0.4%,?,-17.3%,0.5%,-12.6%,2.0%,-1.8%
O=C(Nc1ccc(F)c(Cl)c1)C1CCCN(c2ncnc3onc(-c4ccc(F)cc4)c23)C1 (stereo unspecified),0.7%,0.1%,-5.3%,0.0%,?,-6.3%,10.1%
COc1ccc(-c2cn(-c3ccc(C)cc3)c(S(=O)(=O)CC(=O)Nc3ccc(F)cc3)n2)cc1,-9.0%,-3.0%,13.3%,-0.2%,-21.8%,4.5%,9.5%
CSc1ncc(C(=O)Nc2cc(Cl)ccc2C)c(-c2ccccc2)n1,-0.2%,-0.3%,2.4%,-0.4%,4.4%,-7.9%,-0.1%
CCc1nn(CC(=O)N2CCN(c3cccc(Cl)c3)CC2)c(=O)c2cc3sccc3n12,-7.3%,6.6%,7.0%,1.2%,-13.3%,2.0%,-3.2%
COc1ccc(S(=O)(=O)c2c(Nc3c(C)cccc3C)sc(C(=O)c3ccc4c(c3)OCO4)c2N)cc1,-6.6%,-1.9%,12.5%,0.7%,-3.0%,10.5%,16.1%
COc1ccc(CNC(=O)Cn2c(=O)nc(-c3ccccc3)c3ccccc32)cc1OC,1.3%,4.1%,20.9%,1.0%,-14.5%,0.3%,-6.6%
CCC12CN3CC(C)(CN(C1)C3c1c[nH]c3ccc(OC)cc13)C2=O (stereo unspecified),-4.5%,-2.8%,10.2%,0.3%,1.9%,5.9%,-22.2%
COc1cccc([C@H]2Nc3ccc(S(=O)(=O)Nc4cc(C)ccc4C)cc3[C@H]3C=CC[C@H]32)c1,2.0%,-1.6%,nt,0.6%,nt,-7.4%,-0.8%
COC(=O)c1c(SC)nc2ccccc2c1OCc1cc(C)ccc1C,-4.3%,-0.6%,-1.5%,0.7%,-35.7%,0.7%,-16.1%
Cc1ccc(-c2nc3n(n2)C(=O)CC(c2ccc(C)cc2)S3)cc1 (stereo unspecified),-3.9%,1.3%,17.4%,-1.9%,-3.6%,-8.0%,-11.2%

# Next part; the last 3 above are carried over.
SMILES,TSG101-PTAP inh,GALK inhibitor,NTMT1 inhibitor,B2AR arrestin ag,FH mod,p53null 32C kill,p53null 39C kill
COc1cccc([C@H]2Nc3ccc(S(=O)(=O)Nc4cc(C)ccc4C)cc3[C@H]3C=CC[C@H]32)c1,2.0%,-1.6%,nt,0.6%,nt,-7.4%,-0.8%
COC(=O)c1c(SC)nc2ccccc2c1OCc1cc(C)ccc1C,-4.3%,-0.6%,-1.5%,0.7%,-35.7%,0.7%,-16.1%
Cc1ccc(-c2nc3n(n2)C(=O)CC(c2ccc(C)cc2)S3)cc1 (stereo unspecified),-3.9%,1.3%,17.4%,-1.9%,-3.6%,-8.0%,-11.2%
COc1cccc(C(=O)Nc2cccc(-c3nc4ncccn4c3C)c2)c1,0.4%,1.2%,-6.1%,0.1%,-12.7%,-16.3%,-0.5%
COc1ccc(OC)c(NC(=O)CCCc2nnc3n(C(C)C)c(=O)c4sccc4n23)c1,-2.0%,-6.9%,-1.3%,-0.3%,-5.0%,-3.7%,-23.9%
COc1ccc(-n2c(=O)c3sc4ccccc4c3n(CC(=O)NC3CCCCC3)c2=O)cc1,-0.8%,8.7%,0.1%,1.0%,-4.2%,-7.0%,-15.7%
CCOC(=O)C1CCCN(S(=O)(=O)c2ccc3c(c2)CCN3C(=O)CC)C1 (stereo unspecified),1.2%,2.5%,1.9%,0.9%,-13.6%,4.6%,4.8%
Cc1ccc2nc3c(cc(C(=O)NC4CCCCC4)c(=N)n3C(C)C)c(=O)n2c1,-5.8%,2.6%,2.0%,0.5%,-10.7%,2.4%,28.1%
CCc1ccc(CN2CCc3nc(N4CCN(c5ccccc5F)CC4)ncc3C2)cc1,0.8%,-2.2%,-15.9%,-0.9%,-10.3%,-4.4%,-0.6%
Cc1ccc(C(=O)c2oc3ccccc3c2NC(=O)COc2ccccc2Cl)cc1,-0.7%,2.4%,2.5%,0.3%,-6.2%,-3.0%,-29.6%
Cc1ccc(-c2nc3cc(Cl)ccc3o2)cc1NC(=O)COc1ccc(F)cc1,0.6%,-1.1%,2.2%,-3.2%,3.5%,-1.5%,-4.4%
CCc1ccc(-c2cn3c(n2)sc2cc(C(=O)NC4CCCCC4)ccc23)cc1,-1.6%,2.2%,11.7%,-1.1%,-8.9%,-2.0%,2.2%
CCc1ccc(NS(=O)(=O)c2ccc3oc(=O)c4ncn(CC)c4c3c2)cc1,-9.2%,0.2%,-2.4%,1.2%,?,?,?
CCCCOC(=O)Cn1nnc2sc(-c3ccccc3)cc2c1=O,2.5%,-1.3%,4.7%,-2.0%,-1.8%,-10.6%,-15.1%
CCc1ccc(CN(Cc2ccco2)c2cnc(S(C)(=O)=O)nc2C(=O)Nc2c(C)cccc2C)cc1,-3.3%,0.7%,?,-3.7%,-35.9%,14.2%,6.9%
CCc1ccc(NS(=O)(=O)c2cc(-c3cnc(C4CC4)o3)ccc2C)cc1,2.8%,2.6%,9.1%,-1.4%,?,55.5%[activator],?
Cc1nnc2c3ccccc3nc(N3CCN(c4cccc(Cl)c4)CC3)n12,-4.6%,0.6%,-13.1%,-0.4%,-6.3%,-5.2%,19.8%
COc1ccc(CNC(=O)c2cc3cc(C)ccc3n2C)cc1,-0.4%,0.0%,8.6%,-3.4%,4.9%,?,?
Cc1ccc(Cl)cc1N1CCN(C(=O)CCS(=O)(=O)c2cc(Br)cc3c2N(C(=O)C2CC2)CC3)CC1,-1.0%,0.8%,11.8%,0.1%,-11.4%,5.4%,-9.1%
CCc1cc2c(cc(C(=O)OC)n2Cc2nc(-c3ccc(C)cc3)oc2C)s1,-5.2%,5.7%,5.7%,0.8%,-12.0%,-6.1%,-11.0%
Cc1cc2c(cc1S(=O)(=O)CCC(=O)Nc1ccc(OC(F)(F)F)cc1)OCC(=O)N2,-4.9%,-1.8%,-15.5%,-0.7%,0.0%,14.3%,8.2%
Cc1ccccc1OCC(=O)Nc1ccccc1OCc1cc(=O)n2ccccc2n1,0.0%,-2.7%,1.6%,7.6%,-8.4%,?,?
Cc1cc(C)c2c(CC(=O)Nc3ccc(S(=O)(=O)Nc4ncccn4)cc3)coc2c1,-1.0%,-1.4%,-3.3%,-0.2%,2.1%,2.0%,11.0%
COc1ccc(CN(C(=O)Nc2ccc(C)c(F)c2)C2CCN(C(C)=O)CC2)cc1,-4.6%,3.4%,1.1%,-0.6%,6.2%,-1.9%,-11.0%
CCOc1ccc2c(c1)sc1nc(=O)n(-c3ccc(Cl)c(Cl)c3)c(=O)n12,-3.3%,4.5%,-2.3%,0.8%,-4.7%,5.6%,3.6%
CN(C)c1cc2c(cc1NS(=O)(=O)c1ccccc1)n(C)c(=O)n2C,-8.7%,-1.3%,-2.8%,0.4%,-24.5%,7.3%,15.9%
COc1ccc(C)c2sc(NC(=O)c3ccc(S(=O)(=O)N4CCCC4)cc3)nc12,2.0%,1.1%,2.2%,0.8%,3.7%,-1.3%,1.3%
Cc1ccc2onc(CNC(=O)Nc3cc(F)ccc3F)c2c1,1.0%,-7.4%,8.4%,0.4%,-17.3%,-11.4%,-23.1%
COc1ccc(CNC(=O)Cn2ccc3cc(S(=O)(=O)N4CCCCCC4)ccc32)cc1OC,0.4%,-2.1%,-0.1%,0.5%,-3.5%,-9.6%,-4.8%
COc1ccccc1CNC(=O)c1ccc2c(c1)N(Cc1cccc(Cl)c1)C(=O)c1ccccc1S2(=O)=O,1.1%,2.3%,6.7%,-2.3%,-4.6%,-5.6%,27.6%
CC(NC(=O)C1CCN(C(=O)c2ccc(-n3ccc4ccccc43)s2)CC1)c1ccccc1 (stereo unspecified),-1.3%,-0.7%,-0.1%,1.3%,-25.8%,19.8%,20.9%
Cc1ccc(NC(=O)C2CCCN(c3nnc(-n4c(C)ccc4C)s3)C2)c(C)c1 (stereo unspecified),-0.3%,3.8%,-19.0%,-2.8%,-28.9%,8.3%,-12.6%

# Some of the compounds tested; count on the stated rates, not on these rows.
